# Rtt109 Vps75: blocks Candida albicans Rtt109/Vps75 acetyltransferase activity | purified Rtt109/Vps75, ThioGlo CoA-SH fluorescence, 4 h | inhibition, % at 34.9 µM | actives 0.16% (n = 330,000) | Q5AAJ8 | AID 540336;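 active = inhibition of at least 50% in every replicate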
# RTF Ca sens act: increases calcium sensitivity of human cardiac regulated thin filaments; P19429+P45379; IANBD-labeled TnC RTF fluorescence at EC20 calcium; 0% EC20 calcium, 100% full calcium; activation, % at 7.2 µM; actives 0.24% (n = 340,000);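 active = activation above the mean over all tested compounds plus 3 SD, cut at about 30% in these data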;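 also: rise in fluorescence read as greater calcium sensitivity of cardiac thin filaments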
# MITF TRPM1 HTS: increases MITF-driven TRPM1 promoter luciferase signal. SK-MEL-5 TRPM1-promoter luciferase, 24 h; % of positive control, neutral wells = 0. activation, % at 12.5 µM. actives 0.75% (n = 300,000);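 active = mean activation of at least 80% with every replicate also reaching 80%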;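 also: 0% = neutral control wells and 100% = parthenolide positive control wells; values of inactives mirror those of a sister screen read the other way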
# Tat transport: blocks Tat-dependent protein export in E. coli; E. coli MC4100 TorA-mCherry Tat export, fluorescence; inhibition, % at 10 µM; actives 0.036% (n = 340,000); AID 488895;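 active = mean replicate inhibition at least 50% and at least half of replicates individually reaching 50%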;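 also: exported cargo escapes ClpAP degradation while cytoplasmic cargo is degraded and loses fluorescence; 0% = median of neutral control wells and 100% = median of NaSCN control wells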
# Wnt act: activates Wnt/beta-catenin signaling in a reporter cell assay; AID 743398; actives 1.2% (n = 300,000); activator, plate reader; activation, % at 9.35 µM; in the data active = activation above about 30%, passing the limit was not always enough;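 also: 0% = neutral control wells and 100% = positive control wells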
# dFosB act: mouse delta FosB homodimer activation | purified delta FosB, TAMRA-CDK5 oligo fluorescence polarization; percent of positive-control signal above neutral wells | activation, % at 25 µM | actives 0.99% (n = 340,000) | AID 493131;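 active = mean activation above about 17%, with every replicate also reaching it, limit read from the data, passing the limit was not always enough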;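 also: fluorescence polarization rise as delta FosB binds a TAMRA Cdk5 AP-1 oligo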
# Target sequence (P13346 whole entry, looked up): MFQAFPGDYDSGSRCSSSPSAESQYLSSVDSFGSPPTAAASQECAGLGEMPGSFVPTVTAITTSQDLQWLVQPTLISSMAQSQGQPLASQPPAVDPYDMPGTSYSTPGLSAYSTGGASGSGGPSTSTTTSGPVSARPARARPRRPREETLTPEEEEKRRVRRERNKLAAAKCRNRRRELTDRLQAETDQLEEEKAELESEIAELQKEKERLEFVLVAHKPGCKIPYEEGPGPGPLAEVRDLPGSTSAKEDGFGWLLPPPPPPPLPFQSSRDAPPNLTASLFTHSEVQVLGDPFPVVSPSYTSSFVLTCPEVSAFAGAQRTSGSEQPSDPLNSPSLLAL
# V-ATPase pH: regulators of yeast V-ATPase proton transport | S. cerevisiae, pHLuorin cytosolic pH fluorescence | response, % at 10 µM | actives 0.37% (n = 350,000) | AID 504577; in the data active = response mostly above about 7.3%, no sharp cut-off; inactive = mostly below about 5.4%; also: actives read high; inactives centre near 0; some compounds called inactive have numbers as strong as hits
# CAL PDZ FP-1: inhibitors of human CAL PDZ peptide binding. inhibition, % at 24.9 µM. AID 602252. Q9HD26. actives 0.92% (n = 300,000). purified CAL PDZ, TMR-peptide fluorescence polarization, 1 h;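 active = mean inhibition of at least 30% with at least half of replicates also reaching 30%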;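 also: 0% = DMSO neutral control and 100% = excess unlabeled competitor peptide PRC23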
# CAL PDZ FP-2: blocks peptide binding to human CAL PDZ domain; AID 504414; Q9HD26; actives 0.02% (n = 330,000); purified CAL PDZ, TMR-peptide fluorescence polarization, 1 h; inhibition, % at 20 µM;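 active = highest replicate inhibition of at least 40%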;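 also: plate controls were DMSO neutral control wells for no effect and unlabeled competitor peptide control wells for full effect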
#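 material = purified tagged CAL PDZ domain construct (CerCALP) | buffer or medium = sodium phosphate/NaCl buffer pH 7.4 with TCEP, IgG, Thesit | reagent = TMR-labelled reporter peptide T*-PRC34 bound in PDZ groove | incubation = 1 h room-temperature incubation prior to read | measured by = fluorescence polarization (mP) | evaluation = percent inhibition from loss of millipolarization | control set = unlabelled peptide and DMSO controls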
# CDK5 p35 inh: CDK5/p35 (human) kinase inhibition | Q00535+Q15078 | Recombinant CDK5/p35, ADP-Glo luminescence, 60 min | inhibition, % at 10 µM | actives 0.01% (n = 330,000);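 active = highest replicate inhibition of at least 50% and at least 75% of replicates reaching 50%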;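 also: plate controls were DMSO neutral control for no effect and GW8510 at 10 µM for full effect; many of its hits are not listed in these tables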
# Target sequence (Q00535 whole entry, looked up): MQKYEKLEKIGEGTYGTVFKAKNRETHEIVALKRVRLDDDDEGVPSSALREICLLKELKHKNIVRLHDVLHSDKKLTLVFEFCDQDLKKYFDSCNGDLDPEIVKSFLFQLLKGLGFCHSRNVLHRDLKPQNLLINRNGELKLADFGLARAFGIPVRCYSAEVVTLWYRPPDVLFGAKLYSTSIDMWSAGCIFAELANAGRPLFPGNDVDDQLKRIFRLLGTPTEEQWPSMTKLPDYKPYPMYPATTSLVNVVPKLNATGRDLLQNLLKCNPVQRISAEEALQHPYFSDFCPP
# Target sequence (Q15078 whole entry, looked up): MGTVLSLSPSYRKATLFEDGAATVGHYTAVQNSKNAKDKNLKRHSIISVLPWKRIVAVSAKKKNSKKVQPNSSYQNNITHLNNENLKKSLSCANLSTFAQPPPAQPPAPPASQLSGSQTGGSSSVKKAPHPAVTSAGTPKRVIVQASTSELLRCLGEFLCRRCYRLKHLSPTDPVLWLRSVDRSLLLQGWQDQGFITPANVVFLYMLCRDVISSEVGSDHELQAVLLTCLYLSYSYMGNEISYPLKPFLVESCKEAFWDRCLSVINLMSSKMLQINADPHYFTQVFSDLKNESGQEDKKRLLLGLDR
# * hit, by the source's call; · = not tested or not shown; & = joins results of further samples.
SMILES,Rtt109 Vps75,RTF Ca sens act,MITF TRPM1 HTS,Tat transport,Wnt act,dFosB act,V-ATPase pH,CAL PDZ FP-1,CAL PDZ FP-2,CDK5 p35 inh
O=C(NCCc1ccc(Cl)cc1)c1ccc(=O)[nH]c1,-10.1,-1.8,-9.3,-1.9,-1.7,-9.6,0.9,·,-0.6,0.2
Oc1cccc(CN2CCOCC2)c1O,-1.1,-4.8,-8.0,0.3,2.6,-5.8,0.5,12.6,0.2,-0.7
COC(=O)c1ccc(NC(=O)CSC2=NCCN2)cc1,-0.9,11.3,-7.9,-4.7,·,-1.0,-0.5,-0.8,1.0,-0.5
[O-]/C(=C(\C(=S)NCc1ccc2c(c1)OCO2)[n+]1ccccc1)c1ccc(Cl)s1,-2.6,4.0,8.5,2.0,-0.4,-2.8,2.7,-5.2,-2.3,0.5
C[C@@H]1CN([C@@H](C)CO)C(=O)c2cc(NS(C)(=O)=O)ccc2O[C@H]1CN(C)Cc1ccc(Oc2ccccc2)cc1,-0.6,6.9,9.5,-5.6,-3.8,-11.2,1.3,0.1,-2.2,-0.2
O=C(Nc1ccccn1)c1ccc2ccccc2c1O,-0.8,3.7,74.6,-3.4,21.1,-3.4,-4.8,4.9,-0.7,0.3
Cc1ccc(C(=O)NC(=S)N2CCN(C(=O)OC(C)(C)C)CC2)cc1Br,-5.4,-4.4,1.6,-1.1,-1.8,2.4,-1.6,3.3,-0.2,-0.8
COc1ccc(CCNC(=O)C2CC=CCC2C(=O)O)cc1 (stereo unspecified),0.0,6.5,4.3,-0.8,-1.4,-0.2,-1.0,·,-6.1,-4.2
O=C1CCN(Cc2ccccc2)C=C1c1ccc(Cl)cc1,13.1,1.5,5.7,4.2,-1.8,-4.9,5.2,-2.2,1.1,-1.5
Cc1ccc(OCC(=O)NC(=S)Nc2cccc(NC(=O)c3ccc(Cl)cc3Cl)c2)cc1,-0.6,3.0,3.5,-4.7,-1.6,2.2,-2.8,-2.2,0.4,-0.1
CCCn1ncc(CN2CCC(Cc3cccc(F)c3)(C(=O)OCC)CC2)c1C,4.8,-6.2,-1.7,-6.2,-0.3,-3.4,4.1,-1.3,-0.2,0.0
CN(C)C(=O)CN1C(=O)c2cccc3cccc1c23,-3.6,0.1,-13.8,2.1,0.8,-8.6,-5.5,-3.0,-0.3,0.1
Cc1ccc(/C=N/Nc2ccc(C(=O)O)cc2)s1,20.7,1.0,-81.7,-1.5,-4.0,-3.5,-2.4,0.7,0.4,3.5
O=C(Cc1nnc(NC(=O)c2ccccc2)s1)N/N=C/c1ccco1,8.7,0.1,-14.4,-1.0,-0.6,21.0*,-4.7,3.9,-0.3,·
O=[N+]([O-])c1cccc(-c2cc3ccccc3[nH]2)c1,2.7,-3.4,·,-2.6,6.5,-1.8,1.8,5.0,-0.2,-0.2
COc1ccc(-n2cccc2/C=C2/NC(=O)N(c3cccc(Cl)c3)C2=O)cc1,-2.5,-0.7,11.2,1.9,-1.2,7.8,1.7,-2.0,0.1,2.7
CC(=O)Nc1ccc(C)c(NC(=S)Nc2ccc(F)cc2)c1,9.7,-1.7,1.2,0.0,2.0,1.9,-2.8,-6.6,-0.2,1.0
Cc1ccc(OCCNC(=O)/C=C/c2ccccc2)cc1C,-4.1,5.6,3.7,5.4,·,-7.7,2.6,-2.4,-0.8,-5.4
CCCNC(=O)c1ccccc1NC(=O)Nc1ccccc1C,0.7,2.7,-3.8,1.4,·,-1.3,-6.7,0.2,-0.2,-1.6
C[N+]1(CCOS(=O)C23CC4CC(CC(C4)C2)C3)CCOCC1 (stereo unspecified),-5.5,3.9,3.4,17.9,·,1.9,-7.0,3.5,-0.7,-0.2
COc1ccc(NC(=O)CN2CCN(CC(=O)Nc3ccccc3Cl)CC2)c(OC)c1,0.9,12.1,-5.1,-5.7,·,-9.5,0.2,-0.8,-1.3,-4.8
O=C(N/N=C/c1cc(Br)c(Br)o1)c1cc2ccccc2o1,10.4,2.2,25.5,4.2,5.0,-6.9,2.9,-2.1,-1.9,-4.1
COc1ccccc1C(=O)NC(C)C(c1cccs1)N1CCN(C)CC1 (stereo unspecified),-0.7,-5.2,-1.8,0.8,4.3,-3.0,-1.7,-7.1,0.2,-0.1
O=C(NOC(=O)c1cc(Br)ccc1Cl)c1cccs1,4.3,2.1,-4.1,-1.8,2.3,-6.7,-2.1,2.1,-0.9,0.0
COc1cccc(OC)c1C(=O)OCC(=O)N(C)c1ccccc1,-3.4,9.2,4.7,4.5,1.0,0.2,-3.2,-0.1,-1.5,0.7
CC(C)(C)C(=O)Nc1ccc(C(=O)N/N=C/c2ccccc2OC(=O)c2ccc(Cl)cc2Cl)cc1,-2.7,1.7,-20.0,-3.3,·,-2.4,1.2,-1.6,·,-0.4
COc1cc(/C=N\NC(=O)c2ccccc2F)ccc1Oc1ccc([N+](=O)[O-])cn1,2.3,1.5,-20.7,4.2,1.9,-3.6,-0.4,7.4,-1.4,-0.2
CN(Cc1nc2ccccc2c(=O)[nH]1)Cc1cc(=O)oc2ccc3ccccc3c12,2.3,-1.6,0.2,5.1,-9.0,-14.6,5.8,1.2,·,-1.4
Nc1c(C(=O)NCc2ccco2)c2nc3ccccc3nc2n1CCc1ccccc1F,-52.5,1.6,·,3.7,·,-9.5,-3.1,-0.4,-0.5,-2.0
O=[N+]([O-])c1ccc(C2CCCC/C2=N/O)c([N+](=O)[O-])c1 (stereo unspecified),4.9,4.9,-8.5,5.3,-0.5,-4.3,-1.1,1.9,0.9,0.9

# Quoted at random: two records from the list, in no set order.
SMILES,Rtt109 Vps75,RTF Ca sens act,MITF TRPM1 HTS,Tat transport,Wnt act,dFosB act,V-ATPase pH,CAL PDZ FP-1,CAL PDZ FP-2,CDK5 p35 inh
O=C(Nc1ccccn1)c1ccc2ccccc2c1O,-0.8,3.7,74.6,-3.4,21.1,-3.4,-4.8,4.9,-0.7,0.3
O=C(Cc1nnc(NC(=O)c2ccccc2)s1)N/N=C/c1ccco1,8.7,0.1,-14.4,-1.0,-0.6,21.0*,-4.7,3.9,-0.3,·

# Later entries:
SMILES,Rtt109 Vps75,RTF Ca sens act,MITF TRPM1 HTS,Tat transport,Wnt act,dFosB act,V-ATPase pH,CAL PDZ FP-1,CAL PDZ FP-2,CDK5 p35 inh
Cc1c(-c2nc3ccccc3[nH]2)cnn1C,5.2,-5.8,41.0,0.2,23.3,0.5,-3.5,5.3,-0.8,2.4
CC(=O)Oc1c(C(=O)c2nnc(C)o2)c(=O)n(Cc2ccccc2)c2ccccc12,2.4,0.2,-66.5,0.5,1.2,-5.5,-0.2,-1.5,-1.2,0.4
CCC(C)(C)NC(=O)C1CC(=O)N(CCc2ccc(F)cc2)C1 (stereo unspecified),-8.4,1.9,·,-9.6,0.5,1.6,-4.0,1.4,-0.7,2.7
CCC(C)NS(=O)(=O)c1ccc(NC(=O)Cc2ccc(OC)cc2)cc1 (stereo unspecified),4.5,6.1,-20.3,-13.4,-1.7,-9.3,2.6,·,-2.3,-0.1
Cc1c(C(=O)Nc2ccc(S(=O)(=O)Nc3ncccn3)cc2)oc2ccc(Cl)cc12,2.3,5.1,-1.8,1.8,1.3,-8.3,0.7,3.3,-1.6,-4.3
CCOC(=O)C1C(=O)NC(C(=O)OCC)(C(=O)OCC)C1C(C)CC (stereo unspecified),6.0,-3.3,-6.7,4.2,-5.8,-9.7,-3.8,-10.4,-0.1,0.5
CCOC(=O)C1=C(C)NC(C)=C(C(=O)OCC)C1c1ccco1,-2.8,16.8,·,5.4,0.8,-5.4,8.7,·,-0.3,0.7
O=C(COc1ccccc1F)NNC(=O)c1ccc2c(=O)n3c(nc2c1)CCC3,-1.2,-6.4,-11.9,0.7,0.3,-12.1,4.3,-0.6,-2.6,0.3
CCn1c(O)c(N=NC(=O)Cc2csc(N3CCOCC3)n2)c2ccccc21,-1.5,-9.2,11.7,-2.6,-0.1,-4.5,-0.7,3.3,-1.2,-0.1
CCOC(=O)C1=C(C)N(C)C(C)=C(C(=O)OCC)C1c1cccnc1,-4.3,0.6,-9.0,1.1,-0.9,5.7,3.3,-8.2,·,-2.6
CC1CCN(S(=O)(=O)N2CCCC(C(=O)NCc3ccccc3Cl)C2)CC1 (stereo unspecified),-0.7,2.1,-6.8,-2.4,-1.1,-2.6,-0.6,-1.9,-2.1,·
CCN1CCC2(CC1)N=C(c1ccc(F)cc1)C(=S)N2C(=O)c1ccc(C(C)(C)C)cc1,8.5,5.2,25.6,7.8,-3.3,-5.4,2.2,-4.3,-0.7,-0.4
CCOc1ccccc1N1CC(C(=O)Nc2ccccc2N2CCOCC2)CC1=O (stereo unspecified),-8.2,-1.8,-3.2,1.1,-1.9,2.0,2.0,-2.7,-1.8,-4.5
O=C(Nc1ccc(Cl)cn1)c1ccc(COCC(F)(F)C(F)F)o1,6.7,5.2,18.0,-1.7,5.9,-5.9,0.0,-2.2,-1.5,-3.1
CC(C)C(NC(=O)c1ccc(C(C)(C)C)cc1)C(=O)NCC(c1ccccc1)N(C)C (stereo unspecified),11.1,-1.9,10.9,6.1,-2.2,-9.3,1.7,·,-0.4,2.0
CN(C)S(=O)(=O)c1cccc(C(=O)NC(=S)N(CCC#N)Cc2cccnc2)c1,7.6,4.7,8.3,6.5,0.0,-14.8,-0.8,-1.7,-3.1,1.9
COCCCN1CC23C=CC(O2)C(C(=O)O)C3C1=O (stereo unspecified),-5.1,-6.0,11.6,3.9,0.5,5.1,-1.8,-1.9,0.7,-0.8
Cc1ccc(C2CC(=O)C(C=NCCN3CCN(C(=S)Nc4ccccc4)CC3)=C(O)C2)cc1 (stereo unspecified),23.5&22.0,-4.6,5.8,-0.4&3.0,-4.4,-11.4,-0.2,-4.1,-2.3,-0.9
CC(=O)COc1ccc2c3c(c(=O)oc2c1C)CCCCC3,0.0,10.5,72.5,18.4,·,-5.6,1.1,18.6,-2.3,3.0
COc1ccc(N2CCN(C(=O)CN3C(=O)NC(C)(C4CC4)C3=O)CC2)cc1 (stereo unspecified),0.9,-3.4,·,8.0,1.0,-1.7,2.1,-2.2,-0.1,-0.3
CNC(=O)CSCCn1c(SCC(=O)NC)nc2ccccc2c1=O,-5.4,5.3,·,-0.2,-2.1,-13.7,0.3,-2.1,-2.0,0.0
CCN(CC)S(=O)(=O)c1ccc(Cl)c(OC)c1,4.2,-0.8,1.6,-11.4,-0.1,1.5,-3.9,-5.9,-0.8,0.3
CCOCc1nc(C)c(Cl)c(NS(=O)(=O)c2ccc(N)cc2)n1,-7.6,3.3,-0.1,-3.2,·,3.2,0.9,-4.4,0.1,-3.1
O=C(CSc1nnc2c(n1)[nH]c1ccccc12)N1CCCCC1,15.9,-0.2,2.7,0.5,2.3,-16.3,4.9,2.6,-1.2,2.0
COc1ccc2[nH]c(C)cc(=O)c2c1,-13.0,-5.9,-5.6,-5.0,·,4.3,-0.4,-1.9,-0.5,0.6
Cc1ccc(S(=O)(=O)N2CCN(C(=O)C(Cc3ccccc3)NC(=O)c3ccccc3)CC2)cc1 (stereo unspecified),8.8,-5.2,-2.0,-8.8,-3.5,23.1*,2.3,-2.7,0.4,0.1
